Yeast tox = Inhibitors of S. cerevisiae growth, toxicity; S. cerevisiae wild-type growth, A595 turbidity, 16 h; growth inhibition, % at 25 µM (by protocol); actives 0.3% (n = 30,000); AID 685;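 active = mutant and wild-type yeast strains alike exhibit over 30% growth inhibition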;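 also: 0% = untreated cell controls and 100% = YPD media blanks without cells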
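Test system: Wild-type and eIF2Bepsilon-R284H mutant S. cerevisiae, screened separately | Dosing: Single 25 µM compound dose in 0.2% DMSO | Schedule: 16 h compound exposure during growth at 30 °C | Detection: A595 turbidity | Evaluation: Growth inhibition (%) versus cell controls and blanks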
Yeast eIF2B = modulators of yeast eIF2B activity; S. cerevisiae eIF2B-epsilon R284H, GCN4-lacZ luminescence; inhibition, % at 25 µM (by protocol); actives 0.91% (n = 27,000);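 active = mutant luminescence inhibited past about 50% while wild type luminescence and mutant growth stay under set limits, limit read from the data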; also: some compounds called inactive have numbers as strong as hits
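Material – yeast eIF2B-epsilon R284H mutant carrying GCN4–beta-galactosidase fusion · Medium – YPD yeast growth medium · Compound – one concentration, 25 µM, 0.25% DMSO · Times – 16 h at 30 °C exposure · Signal – Beta-Glo luminescence plus absorbance at 595 nm · Read-out – % inhibition of reporter signal and growth versus controls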
Yeast tox inhibition % = second read-out of Yeast tox, no call of its own (marks repeat the call); growth inhibition, %; S. cerevisiae eIF2Bepsilon-R284H mutant growth, A595 turbidity, 16 h;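 each compound tested once at 25 µM; 0% equals untreated cells and 100% equals cell-free medium blanks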
Yeast eIF2B mutant toxicity = recorded beside Yeast eIF2B, whose call it bears; growth inhibition, %; measured here: mutant yeast growth, toxicity;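 each compound tested once at 25 µM; zero equals untreated control growth and 100 equals blank medium absorbance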
Active calls of the source: *; . = not tested or not shown.

Sequence of screens – Yeast tox inhibition %, Yeast eIF2B, Yeast eIF2B mutant toxicity, Yeast tox
O=C(Nc1cccnc1)C1OCCc2ccccc21 (configuration not stated)
  20, ., ., 26
CCCCCSc1nc(O)cc(=O)[nH]1
  -9, 26, -9, 3
CSc1nnc(NC(=O)c2ccc(C)c(S(=O)(=O)N3CCOCC3)c2)s1
  -7, 19, -7, 4
COC(=O)c1ccc2c(c1)N(C)C(=O)CS2
  10, 22, 10, 0
Cc1[nH]c(=O)[nH]c(=O)c1S(=O)(=O)NCCc1ccc(S(N)(=O)=O)cc1
  -7, -8, -7, 9
COc1ccc(N=C/C=C2\C=C(c3ccccc3)OC(C)(C)O2)cc1
  -14, 39, -14, 4
CC1CC(C)CN(C(=O)c2ccncc2)C1 (configuration not stated)
  5, 28, 5, 40
O=S(=O)(c1ccc(Cl)nc1)N1CCN(Cc2ccc3c(c2)OCO3)CC1
  -7, 29, -7, 2
COc1ccc(-c2csc(NC(=O)c3cc(C)on3)c2C#N)cc1OC
  -14, -33, -14, -11
O=C(OCC1CC(c2ccccn2)=NO1)c1ccc(Br)cc1 (configuration not stated)
  3, 15, 3, 11
CCOc1ccc(-c2noc(COC)n2)cc1OC
  ., 11, ., .
COC(=O)c1ccccc1NC(=O)c1noc2c1CC(C(C)(C)C)CC2 (configuration not stated)
  -13, 30, -13, -2
O=C1CCCc2c1cc(C(=O)NCc1ccco1)c(=O)n2-c1ccccc1
  -4, 13, -4, -4
Cc1ccc2[nH]cc(C(=O)CN3CCN(c4ccccc4F)CC3)c2c1
  -9, 25, -9, 6
COc1ccccc1N=c1scc(-c2ccc3c(c2)NC(=O)CO3)n1CC1CCCO1 (configuration not stated)
  0, 18, ., 2
COc1ccccc1N=C(C)C1=C(O)COC1=O
  10, 17, 10, 40
CCCCCCn1c(CN2CCCCC2)nc2c1c(=O)n(C)c(=O)n2C
  3, -2, 3, 10
O=C(O)C1C2C=CC(O2)C1C(=O)NCc1ccc2c(c1)OCO2 (configuration not stated)
  -10, ., ., 12
COc1cc(S(=O)(=O)N2CCOCC2)cc(C(=O)c2nccn2C)c1OC
  6, -16, 6, 23
CN(C)C=Nc1c(Br)cc(Br)c2nonc12
  0, 13, ., -1
Cc1cccc(-n2nnnc2SC(C)C(=O)NCCC2=CCCCC2)c1 (configuration not stated)
  0, 25, ., 10
CS(=O)(=O)N(CC(=O)NCC1CCCO1)c1ccc(F)c(Cl)c1 (configuration not stated)
  ., 15, ., .
CCCN1C(=O)C(O)(CC(=O)c2cccc(OC)c2)c2ccccc21 (configuration not stated)
  4, ., ., -8
CC(C)(Oc1ccc(Cl)cc1)C(=O)Nc1ccc2oc(-c3ccncc3)nc2c1
  -35, 43, -35, -54
Nn1c(SCC(=O)Nc2ccc3c(c2)OCO3)nnc1-c1ccccc1
  -17, 9, -17, 22
Cc1ccc(OCC(=O)Nc2ccc(F)cc2)cc1
  14, 15, 14, 11
c1ccc(OCCCCn2cnc3ccccc32)cc1
  13, ., ., 30
CC1CC(C)CN(S(=O)(=O)c2ccc(C(=O)Nc3nnc(-c4cccs4)o3)cc2)C1 (configuration not stated)
  11, 18, 11, 12
O=C(CCn1c(=O)[nH]c2ccsc2c1=O)N1CCN(c2cccc(Cl)c2)CC1
  -10, 18, -10, 2
CCN(CC)S(=O)(=O)c1cc([N+](=O)[O-])ccc1NNC(=O)Nc1ccccc1
  -14, 13, -14, 5
CCn1cc(C(=O)NCCCOC)c2cc(OC)c(OC)cc2c1=O
  12, 17, 12, 17
COC(=O)NC(NC(=S)Nc1ccc([N+](=O)[O-])cc1)C(Cl)(Cl)Cl (configuration not stated)
  8, 14, 8, 9
CCCN1CCCc2ccccc21
  21, 21, 21, 10
Cc1ccc(-c2cc(C(=O)N3CCN(C(=O)c4ccco4)CC3)no2)cc1
  -2, 4, -2, 19
COc1ccc(CN(C(=O)CSc2nnc(-c3ccc(OC)c(OC)c3)o2)c2ccc(F)cc2)cc1
  14, -21, 14, 7
Cc1oc(-c2ccccc2Cl)nc1CSCC(=O)N1CCCC1
  -3, 18, -3, 29
Clc1ccc(Cl)c2sc(N3CCOCC3)nc12
  4, 16, 4, -3
CCSc1nnc(NC(=O)c2csc3c2CCC(C)C3)s1 (configuration not stated)
  -4, 13, -4, -2
CN(c1ccc(C(=O)N2CCOCC2)cc1)S(C)(=O)=O
  13, ., ., 11
Clc1ccc(OCc2nnc(SCCN3CCCCC3)n2Cc2ccco2)cc1
  14, 19, 14, 21
C=CCNc1nc(Nc2ccc(-c3nc4ccccc4o3)cc2)nc(N2CCOCC2)n1
  -8, ., ., -14
O=C(Nc1ccc(N2CCOCC2)cc1)C1CCCN(S(=O)(=O)c2ccccc2)C1 (configuration not stated)
  -7, ., ., 19
CC(=O)CSc1ncnc2c1oc1ccccc12
  2, 16, 2, 2
COn1c(C)c(C(C)=O)c2c3nonc3ccc21
  9, -11, 9, 28
Cc1nc(NC(=O)CCc2ccccc2)ccc1Br
  11, 9, 11, 9
Nc1nnc(C(c2ccccc2)c2ccccc2)s1
  -18, 20, -18, 19
N#CCN1CCC/C1=C\[N+](=O)[O-]
  25, 14, 25, 9
COc1ccc(C2CC(=O)C3=C(C2)Nc2ncnn2C3c2ccccc2C)cc1 (configuration not stated)
  7, 30, 7, 17
CC(=O)SCC(C)C(=O)NCc1ccccc1 (configuration not stated)
  16, 28, 16, 25
CCn1nnnc1SCC(=O)c1ccc(C)cc1C
  0, -26, ., 11
Cc1ccc(S(=O)(=O)C2(C(=O)N3CCCCC3C)CC2)cc1 (configuration not stated)
  0, 9, ., 10
CCOC(=O)N(CC)OC(=O)Nc1ccc(Cl)cc1
  13, 12, 13, 14
O=C(c1cc2nc(-c3ccc(F)cc3)cc(C(F)(F)F)n2n1)N1CCOCC1
  -21, 6, -21, -1
CC1=C(C#N)c2nc(N)c(C#N)c(C)c2/C1=C\c1ccc(C)cc1
  14, 23, 14, 24
CCCC(=O)Nc1ccc(C(=O)NCCCn2ccnc2)cc1
  -14, 12, -14, 5
COc1ccc(CCNC(=O)c2cnn3cccnc23)cc1OC
  5, -4, 5, -9
O=C(NCc1ccccn1)C(F)(F)C(F)(F)C(=O)NCc1ccccn1
  27, -18, 27, -2
COc1ccc(OC)c(S(=O)(=O)N(C)CC(=O)N2CCN(c3ccccc3F)CC2)c1
  ., 23, ., .
CCOC(=O)C(C(=O)OCC)N(C#N)c1nc(OC)nc(N(C)C)n1
  3, 22, 3, 11
CCCC(=O)NCCc1ccc(F)cc1
  27, 20, 27, 13

Later entries
Sequence of screens – Yeast tox inhibition %, Yeast eIF2B, Yeast eIF2B mutant toxicity, Yeast tox
CCCn1nnnc1NCc1ccccc1OCc1ccc(F)cc1
  ., 27, ., .
O=C(Cc1ccccc1)N1CCN(C(=O)c2cccs2)CC1
  ., 2, ., .
COc1ccc(C2=NN(C)C(=NCc3ccccc3)SC2)cc1
  28, ., ., 20
CC(=O)Nc1ccc(S(=O)(=O)N(Cc2ccco2)CC2CCCO2)cc1 (configuration not stated)
  -12, 23, -12, 15
O=C(CS(=O)(=O)Cc1ccccc1)Nc1ccccn1
  -12, -16, -12, 3
CC(=O)Oc1ccc(Oc2ccc(-c3noc(C)n3)cc2)cc1
  11, ., ., 21
CC1CCCCN1C(=O)COC(=O)c1n[nH]c2ccccc12 (configuration not stated)
  20, ., ., 5
Cc1ccccc1-c1nc(-c2ccc(NC(=O)c3ccc4c(c3)OCO4)cc2)no1
  -18, ., ., -43
CNCCOc1ccccc1-c1ccccc1
  14, 14, 14, 13
O=C(CSc1nnc(-c2ccc(OC(F)F)cc2)o1)NCc1cccs1
  15, ., ., 14
Cc1cc(C)n2nc(C(=O)OCCOc3ccc(F)cc3)nc2n1
  0, -13, ., 3
Cc1ccc(-c2nnc(SCC(=O)n3c4c(c5ccccc53)CCCC4)o2)cc1
  11, ., ., 9
N#CCSc1nnc(Cc2ccc3c(c2)OCO3)o1
  ., 6, ., .
O=c1[nH]ncc(NCCCO)c1Cl
  4, 18, 4, 11
c1ccc2c(c1)nc1n2CCN1
  0, ., ., 19
Cc1ccc(Nc2cc(C)nc(N3CCOCC3)n2)cc1
  -5, 12, -5, 33
COc1ccc(N=c2oc3c(OC)cccc3cc2C(=O)NCc2ccco2)c(OC)c1
  0, -2, ., 2
Cc1ccc(NC(=O)CSc2nc(-c3ccco3)cc(C(F)(F)F)n2)cc1C
  -24, 30, -24, -7
Cc1nn(CC(=O)NCc2ccc(OC(C)C)cc2)c(=O)c2cc3occc3n12
  14, 20, 14, 4
O=C(Nc1ccc(N2CCOCC2)c(Cl)c1)c1ccc(F)cc1
  0, 14, ., -4

Another view of some results above.
mol: COc1ccc(N=c2oc3c(OC)cccc3cc2C(=O)NCc2ccco2)c(OC)c1
  Yeast tox inhibition %: 0; Yeast eIF2B: -2; Yeast eIF2B mutant toxicity: .; Yeast tox: 2
mol: Cc1ccc(NC(=O)CSc2nc(-c3ccco3)cc(C(F)(F)F)n2)cc1C
  Yeast tox inhibition %: -24; Yeast eIF2B: 30; Yeast eIF2B mutant toxicity: -24; Yeast tox: -7
mol: Cc1nn(CC(=O)NCc2ccc(OC(C)C)cc2)c(=O)c2cc3occc3n12
  Yeast tox inhibition %: 14; Yeast eIF2B: 20; Yeast eIF2B mutant toxicity: 14; Yeast tox: 4
mol: O=C(Nc1ccc(N2CCOCC2)c(Cl)c1)c1ccc(F)cc1
  Yeast tox inhibition %: 0; Yeast eIF2B: 14; Yeast eIF2B mutant toxicity: .; Yeast tox: -4

(listing goes on)
Sequence of screens – Yeast tox inhibition %, Yeast eIF2B, Yeast eIF2B mutant toxicity, Yeast tox
COc1ccc(N2C(=O)C(Cl)=C(NCc3ccccc3)C2=O)cc1
  24, 5, 24, 22
CCOC(=O)Cn1c(CN(Cc2ccccc2)Cc2ccccc2)nc2c1c(=O)[nH]c(=O)n2C
  10, -2, 10, -2
COc1ccc(O)c(-c2cn[nH]c2-c2cccs2)c1
  7, ., ., 7
O=C1C(C=NCCCN2CCOCC2)=C(O)c2ccccc21
  11, 16, 11, 24
COc1ccc(CC(=O)OCC(=O)Nc2ccc(Cl)cn2)cc1
  17, ., ., 26
COCC(C)NC(=O)c1cc(-c2ccccc2OC)on1 (configuration not stated)
  4, 18, 4, 16
O=C(O)C1CC=CCC1C(=O)NCc1ccc2c(c1)OCO2 (configuration not stated)
  -5, 4, -5, 9
O=c1[nH]c2cc(Cl)cc(Cl)c2[nH]c1=O
  14, 18, 14, 8
CCc1nnc(NC(=O)c2cc(S(=O)(=O)N(CC)CC)ccc2Cl)s1
  15, ., ., 12
COC(=O)c1cc(OC)c(OC)cc1NC(=O)CC1CCCCC1
  16, -4, 16, -8
Nc1ccccc1NC1=CC(=O)CC(c2ccco2)C1 (configuration not stated)
  7, 10, 7, -9
O=C(Cn1c(=O)sc2ccccc21)Nc1nc2c(s1)CCCC2
  0, -1, ., 8
Cc1nn(-c2cccc(C(=O)O)c2)c(C)c1Oc1ccccc1O
  0, 14, ., 3
Cc1ccc(NC(=O)CC(C)N2CCCC2)cc1 (configuration not stated)
  25, 26, 25, 28
CC(C)OCCCNc1nc2c(c(=O)n(Cc3ccccc3F)c(=O)n2C)n1C
  30, 2, 30, 11
Cc1cc(C)n2nc(C(=O)Nc3cccnc3)nc2n1
  6, ., ., 5
COc1ccc(NC2=C(C(C)=O)C(c3ccc(OC)c(OC)c3)C(C(C)=O)C(C)(O)C2)cc1 (configuration not stated)
  -15, 21, -15, -1
COc1ccc(-c2nc(N3CCC(C)CC3)[nH]c(=O)c2C#N)cc1
  -12, 18, -12, 2
O=C(Cn1c(=O)[nH]c2ccsc2c1=O)NC1CCCCC1
  -30, 24, -30, 17
COc1ccc(OC)c(-c2cc(C(=O)Nc3cc(C)n(Cc4ccc(Cl)cc4)n3)no2)c1
  -2, 20, -2, -2
Cc1cc(C)c2nc(NC(=O)C3CCCO3)sc2c1 (configuration not stated)
  28, ., ., 10
Cc1c(NC(=O)C2CC=CCC2C(=O)O)c(=O)n(-c2ccccc2)n1C (configuration not stated)
  -14, 21, -14, 27

High-throughput results as filed in PubChem.

A portion of the library, so the mix of outcomes need not match the whole.
